# Source: PubChem BioAssay
# Vif inh = inhibitors of HIV Vif; HEK293T cells, Vif self-association by quenched fluorescence, imaging, 24 h; inhibition, % at 7.49 µM; 340,000 tested, 0.35% active; AID 602346; in the data active = inhibition above about 50%, passing the limit was not always enough; inconclusive = no clear call, values can overlap the other calls; inactive = below about 31%; also: some results filed as inactive read as strong as hits
# NCOA1 inh = inhibitors of human steroid receptor coactivator 1 (SRC1); Q15788; HEK293 GAL4-SRC1 luciferase reporter, luminescence; inhibition, % at 3.6 µM; 360,000 tested, 0.12% active;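 active = inhibition above the campaign mean plus 3 SD, with each screening campaign given its own cutoff, cut at about 60% in these data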;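 also: 0% = DMSO treated cells and 100% = gossypol at 36 µM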
# SRC3 inh = human NCOA3 inhibition. HEK293 GAL4-SRC3 luciferase reporter, luminescence. 360,000 tested, 0.17% active. inhibition, % at 3.6 µM;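 active = inhibition above a per-campaign cutoff, the mean of all compounds plus 3 SD, cut at about 60% in these data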;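 also: 0% = DMSO-treated cells and 100% = gossypol-treated cells at 36 µM; higher means less SRC3-driven luciferase light from the GAL4 reporter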
# COUP-TFII inh = NR2F2 (human) inhibition, primary screen; 370,000 tested, 0.7% active; inhibition, % at 8.6 µM; HEK293T NGFI-A luciferase reporter, luminescence; P24468; AID 686940;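 active = inhibition above a per-plate cutoff, mean inhibition of test wells between control levels plus 3 SD, cut at about 38% in these data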;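 also: cells cotransfected with COUP-TFII expression vector driving the NGFI-A reporter; 0% = median of COUP-TF2 test wells and 100% = reporter-only cells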
# TLR9-MyD88 inh = TLR9-MyD88 interaction inhibition; Q9NR96+Q99836; CHO BLA complementation TLR9-MyD88, CCF4 FRET ratio; inhibition, % at 4.98 µM; 340,000 tested, 0.21% active;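 active = inhibition above the mean over all tested compounds plus 3 SD, cut at about 21% in these data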;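 also: 0% = DMSO only wells and 100% = clavulanate BLA inhibitor control wells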
# TROY NFkB inh = TROY signaling inhibition | Q293 LMP1-TROYcd NF-kB luciferase reporter, 4 h | inhibition, % at 10 µM | 360,000 tested, 0.98% active;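 active = compounds whose plate-normalised and pattern-corrected inhibition of the luciferase reporter signal at the single screening dose is 50% or more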
# SRC2 inh = inhibits human steroid receptor coactivator 2; 370,000 tested, 0.17% active; inhibition, % at 9 µM; AID 651957; HEK293 GAL4-SRC2 luciferase reporter, luminescence;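 active = inhibition above the mean inhibition of all tested compounds plus 3 SD, set per campaign, cut at about 52% in these data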;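 also: 0% = DMSO treated cells and 100% = cells given Gossypol at 36 µM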
# Target sequence (Q15596 whole entry, looked up, the tested form may be a part): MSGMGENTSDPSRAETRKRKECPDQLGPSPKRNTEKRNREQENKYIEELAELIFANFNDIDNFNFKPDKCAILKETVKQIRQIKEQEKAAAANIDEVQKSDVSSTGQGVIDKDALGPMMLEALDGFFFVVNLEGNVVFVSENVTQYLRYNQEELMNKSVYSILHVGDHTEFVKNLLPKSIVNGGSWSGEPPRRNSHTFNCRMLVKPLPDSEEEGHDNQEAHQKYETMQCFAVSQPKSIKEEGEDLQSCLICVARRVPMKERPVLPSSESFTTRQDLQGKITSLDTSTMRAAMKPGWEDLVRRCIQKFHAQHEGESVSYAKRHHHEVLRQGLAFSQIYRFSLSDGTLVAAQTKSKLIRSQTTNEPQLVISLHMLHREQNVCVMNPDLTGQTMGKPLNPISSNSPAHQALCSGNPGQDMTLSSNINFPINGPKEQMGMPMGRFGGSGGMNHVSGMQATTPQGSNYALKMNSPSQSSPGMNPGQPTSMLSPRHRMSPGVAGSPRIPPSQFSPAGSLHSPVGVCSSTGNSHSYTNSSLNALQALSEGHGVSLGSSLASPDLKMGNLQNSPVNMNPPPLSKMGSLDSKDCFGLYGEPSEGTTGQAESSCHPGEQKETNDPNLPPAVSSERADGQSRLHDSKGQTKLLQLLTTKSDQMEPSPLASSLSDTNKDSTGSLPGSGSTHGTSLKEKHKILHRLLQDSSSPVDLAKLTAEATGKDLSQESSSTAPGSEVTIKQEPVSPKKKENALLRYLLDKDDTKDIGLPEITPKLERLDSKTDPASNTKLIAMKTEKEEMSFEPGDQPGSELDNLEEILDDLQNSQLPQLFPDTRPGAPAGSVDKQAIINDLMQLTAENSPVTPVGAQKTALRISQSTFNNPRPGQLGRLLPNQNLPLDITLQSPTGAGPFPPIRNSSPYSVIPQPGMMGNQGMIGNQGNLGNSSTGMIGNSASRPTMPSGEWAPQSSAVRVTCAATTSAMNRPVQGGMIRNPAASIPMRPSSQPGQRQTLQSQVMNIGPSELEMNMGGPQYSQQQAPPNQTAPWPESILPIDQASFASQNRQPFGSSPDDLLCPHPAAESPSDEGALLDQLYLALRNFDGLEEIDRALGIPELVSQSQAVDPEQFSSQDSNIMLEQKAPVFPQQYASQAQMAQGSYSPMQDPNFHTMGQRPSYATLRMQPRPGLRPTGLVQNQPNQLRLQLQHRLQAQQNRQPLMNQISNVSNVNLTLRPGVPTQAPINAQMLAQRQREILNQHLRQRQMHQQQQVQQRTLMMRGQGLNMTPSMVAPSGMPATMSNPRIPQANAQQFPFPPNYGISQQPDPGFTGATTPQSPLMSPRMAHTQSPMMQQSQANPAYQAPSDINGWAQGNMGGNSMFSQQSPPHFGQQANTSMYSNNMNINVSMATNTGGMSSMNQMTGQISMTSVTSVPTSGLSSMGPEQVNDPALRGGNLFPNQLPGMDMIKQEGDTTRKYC
# EBV LMP1 NFkB = reduces LMP1-driven NF-kappaB luciferase signal; inhibition, % at 12.5 µM; LMP1-induced NF-kappaB luciferase reporter cells, luminescence; 350,000 tested, 0.69% active; in the data active = inhibition above about 41%; inconclusive = no clear call, values can overlap the other calls;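 also: 0% = neutral control wells and 100% = reference inhibitor control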
# NR5A2 inv ag = inverse agonists of human LRH-1 (NR5A2); O00482; HEK293T StAR-luciferase reporter, LRH-1 transfected, 24 h; inhibition, % at 3.6 µM; 360,000 tested, 0.13% active;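 active = inhibition above the mean inhibition of all tested compounds plus 3 SD, cut at about 73% in these data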;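 also: 0% = DMSO wells and 100% = reporter-only cells lacking LRH-1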
# TRAIL sens C8 = caspase-8 TRAIL sensitization; NB7+C8 cells + TRAIL, ATPlite viability luminescence; inhibition (viability loss, TRAIL sensitization), % at 10 µM; 360,000 tested, 1% active;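 active = compounds causing at least 50% loss of cell viability in the single-dose screen, relative to plate controls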
# NOD2 RIPK2 PPI = inhibitors of human NOD2-RIPK2 interaction; CHO BLA complementation NOD2-RIPK2, CCF4 ratio; inhibition, % at 4.98 µM; 360,000 tested, 0.38% active; AID 624267; in the data active = inhibition above about 21%;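 also: 0% = vehicle only and 100% = reference blocker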
# The depositor's hits bear a star; ? = inconclusive; . = no result given. This is a subset; the hit share may differ from the screen's.
SMILES	NOD2 RIPK2 PPI	SRC2 inh	SRC3 inh	NR5A2 inv ag	EBV LMP1 NFkB	TLR9-MyD88 inh	TROY NFkB inh	Vif inh	TRAIL sens C8	COUP-TFII inh	NCOA1 inh
Cc1ccc(CN2CCN(/N=C/c3ccc(C(=O)O)cc3)CC2)c(C)c1	8	-13	4	-13	-21	0	-21	0	-5	18	-1
CCOc1cccc(C2C(C(=O)c3cccs3)=C(O)C(=O)N2Cc2cccnc2)c1 (stereo not drawn)	-13	-3	1	-7	-1	-10	-25	3	-6	9	-41
COc1cc(CSc2nc(-c3ccccc3)cc(=O)[nH]2)cc(OC)c1	-5	.	0	-6	-2	0	3	19	6	.	-12
CC(=O)N1CCn2c3c(c4cc(C)ccc42)CCCC31 (stereo not drawn)	5	-27	-2	-11	-7	2	-39	17	8	14	10
CCOC(=O)N1CC(C)N(C(=S)Nc2ccccc2)CC1C (stereo not drawn)	-2	2	10	14	-1	0	4	-1	5	5	0
CN(Cc1nnc(SCC(=O)NCCc2ccccc2)n1C)S(=O)(=O)c1ccccc1	-7	9	20	-14	2	-8	29	4	-5	5	12
COc1nc(-c2ccccc2)ccc1-c1noc(-c2cccs2)n1	0	-47	-27	-11	-38	7	-61	7	-15	6	-29
Cc1c(C(=O)NCc2ccc3c(c2)OCCO3)sc(=O)n1Cc1ccc(C(=O)N(C)C)cc1	1	20	10	-4	.	.	6	-5	-5	24	2
CCn1c(SCC(=O)Nc2ccc3c(c2)OCO3)nc2ccccc21	-3	-4	5	-7	4	2	-2	-6	-5	0	-2
COc1ccc(NC(=O)N(C)[C@H]2C[C@H]3c4[nH]c5ccc(-c6ccc(OC)cc6)cc5c4CCN3C(=O)[C@H]2[C@H](C)O)cc1	-1	-6	-8	5	1	-4	-7	0	10	-19	-37
COCCCN1C(=O)C(=O)/C(=C(/O)c2ccc(S(=O)(=O)N3CCCCC3)cc2)C1c1ccc(O)cc1 (stereo not drawn)	0	10	-1	-19	3	-3	-2	-5	2	0	1
COc1cc(/C=C/C(=O)OCC(=O)N2CCCCCC2)ccc1OCC#N	4	-8	16	9	6	5	-14	-5	-5	20	-21
C=CCN(Cc1ccc(Cl)s1)C(=O)CNC(=O)CNC(=O)c1ccc(Cl)cc1Cl	8	1	16	12	-1	-5	-26	-7	2	-9	-4
O=C(O)CN1C(=O)/C(=C\c2cc([N+](=O)[O-])ccc2OCc2ccccc2Cl)SC1=S	-5	-18	-44	-14	0	-5	5	-8	0	16	4
CC1(C)CC2CC(C)(CN2C(=O)COC(=O)Cn2[nH]c(=O)c3ccccc3c2=O)C1 (stereo not drawn)	2	8	-6	-14	-1	-3	10	-3	-12	-21	9
COc1ccc(N2CCN(C(=O)C3CC(O)CN3S(=O)(=O)c3ccc([N+](=O)[O-])cc3)CC2)cc1 (stereo not drawn)	-10	-20	5	-8	-13	8	-26	5	17	-4	-3
CC1CCN(C(=O)COC(=O)/C=C/c2ccco2)CC1	-25	-5	-2	-26	-3	0	8	16	-13	-16	-22
CCOc1ccc(N2C(=O)CC(NC3CCN(C(=O)c4cccc(Cl)c4)CC3)C2=O)cc1 (stereo not drawn)	4	28	16	-6	-5	-6	20	2	24	-18	-2
CN(C)CCCN(C(=O)COc1ccccc1)c1nc2cc3c(cc2s1)OCO3	1	13	-5	7	-1	-3	-23	.	6	-21	-7
Cc1ccc(CNc2ncnc3[nH]ncc23)cc1	-7	12	14	10	9	-6	12	16	-18	-2	17
Cc1cccc(NC(=O)C(Cc2ccccc2)n2cccc2)c1 (stereo not drawn)	3	0	11	18	-7	-1	3	3	23	15	-4
Cc1c(Cl)cccc1NC(=O)C1CCCN(S(C)(=O)=O)C1 (stereo not drawn)	-21	-20	-7	-18	-7	-4	-10	-1	-22	-7	11
Cc1csc(NC(=O)COCC(=O)O)c1-c1nc2ccccc2s1	-15	0	16	-12	13	.	-14	5	12	6	1
CC(=O)c1ccc(S(=O)(=O)N2Cc3ccccc3CC2C(=O)O)cc1 (stereo not drawn)	-7	12	11	-1	3	-3	13	-3	2	10	3
CCC(=O)N1CCc2cc(S(=O)(=O)CCC(=O)Nc3ccc(C)cn3)ccc21	13	16	5	-5	0	12	19	-1	-9	7	0
COc1cc2c(cc1O)C(Cc1ccc(O)cc1)[N+](C)([O-])CC2 (stereo not drawn)	-1	-3	-1	-8	0	-11	1	-2	17	-4	-19
COc1cc(OC)cc(N(C(=O)CNC(=O)c2cccs2)C(C(=O)NCC2CCCO2)c2ccccc2)c1 (stereo not drawn)	-10	-17	4	-14	-2	1	6	23	-14	-8	-2
Cc1sc2nc(CN3CCCC3)nc(N3CCN(S(=O)(=O)c4ccccc4)CC3)c2c1C	-11	8	-1	-24	-4	-3	-2	14	8	-6	-6
COc1ccc(C(CNC(=O)c2[nH]c(C)c(C(C)=O)c2C)N2CCOCC2)cc1 (stereo not drawn)	-2	-4	-12	-19	-5	0	0	-2	-4	-9	8
COc1ccc(CCNC(=S)NC2CCN(Cc3ccccc3)CC2)cc1	-2	19	1	-13	14	-5	12	0	-7	-2	0
O=C(O)CCc1nc(-c2ccc(Cl)cc2)no1	9	1	3	21	?	0	-13	1	-16	8	2
CCC(C)NS(=O)(=O)c1ccc(NC(=O)c2cccs2)cc1 (stereo not drawn)	-9	-8	18	23	4	-3	8	-5	-5	8	1
O=C(c1ccc(Br)o1)N1CCN(c2ccccc2F)CC1	-4	-15	7	14	3	-2	-21	10	-18	-8	-10
Cc1nn(CCC(N)=S)c2nc(-c3cccs3)cc(C(F)(F)F)c12	-4	-27	12	15	-35	8	0	-4	3	9	1
CCOC(=O)C1=C(COC(=O)/C=C/c2ccc(OC)c(OC)c2)NC(=O)NC1C (stereo not drawn)	-7	-37	7	8	2	2	-6	.	9	-19	41
O=S(=O)(Nc1cccc(S(=O)(=O)N2CCCCC2)c1)c1ccc(Cl)s1	-19	5	-27	11	-13	0	-4	-6	0	6	23
CC(C)c1ccc(NC(=O)Nc2nc(C(N)COCc3ccccc3)cs2)cc1 (stereo not drawn)	6	-28	1	2	.	.	15	-2	77*	14	8
Cc1[nH]c2ccccc2c1/C=N\NC(=O)Cn1nnc(-c2ccccc2)n1	3	18	12	9	12	3	-17	9	-1	0	18
Cc1ccc(C(=O)Nc2ccccc2N2CCCC2)cc1S(=O)(=O)N1CCOCC1	0	-13	3	14	3	7	-13	-6	-3	21	-12
COc1ccccc1N1CCN(S(=O)(=O)c2ccc(F)cc2)CC1	2	-28	-4	26	6	11	11	-8	2	2	0
CN1C[C@@H]2C(c3ccc(Cl)nc3)C3(c4ccc(C#N)cc4)CC2(C3)[C@H]1c1ccccc1 (stereo partly drawn)	-2	18	5	28	7	0	0	0	11	12	20
COc1cccc(OCCCn2ccnc2)c1	12	-4	4	6	-5	5	9	5	-6	6	3
COc1ccccc1CN1C[C@@H]2C[C@@H](c3ccc(C)cc3)N3CCC[C@@]23C1=O	-3	8	14	15	-1	-5	8	-15	-3	21	-14
Cc1ccc(C2OCC3(CO)COC(c4ccc(C)cc4)N23)cc1 (stereo not drawn)	-4	-9	12	4	-23	2	-19	0	-17	-30	-7
CN(CC(=O)Nc1ccc(N2CCOCC2)cc1)C(=O)c1cc(F)c(F)cc1Cl	7	-12	14	5	-7	5	-12	1	-7	-23	-20
CCn1c(C)c(C)c2cc(C(=O)NCCCN3CCCCC3C)ccc21 (stereo not drawn)	1	6	3	-1	-4	0	13	-1	7	-1	1
Nc1ccc(C(=O)Nc2cccc3ncccc23)cc1	-6	4	-18	-6	1	-9	-8	6	-10	-17	-4
OCCCNc1ncnc2c1ncn2[C@H]1CN(Cc2ccncc2)C[C@@H](CO)O1	-14	-12	1	-16	.	.	-12	7	-13	-2	2
Cc1ccc(N(Cc2cc3ccc(C)cc3[nH]c2=O)C(=O)c2ccco2)c(C)c1	-4	-3	10	-6	3	-6	2	-9	-4	6	5
CC(C)S(=O)(=O)CC(=O)c1ccc(Cl)cc1	-5	-15	9	0	-8	-1	8	-7	0	-27	6
Cc1ccc(-c2noc(C3CCCN(S(=O)(=O)c4ccc5ccccc5c4)C3)n2)o1 (stereo not drawn)	4	3	12	2	-12	-3	14	-5	-7	-15	3
O=c1[nH]nc(-c2cc(-c3ccccc3)nc3ccccc23)o1	-2	14	15	12	11	0	-2	0	-12	4	12
CC(C)CC1C(=O)N(Cc2cn(CC3CCCCC3)nn2)CCS(=O)(=O)N1Cc1ccc(-c2ccc(F)nc2)cc1 (stereo not drawn)	-5	1	7	9	?	-7	18	-1	18	9	-9
CCNC(=O)CN1C(=O)NC2(CCCc3cc(OC)ccc32)C1=O (stereo not drawn)	-9	-6	14	10	-1	1	12	7	-9	-11	1
CC(C)[C@H](NS(=O)(=O)c1ccccc1F)C(=O)OCC(=O)Nc1cccc(S(N)(=O)=O)c1	-3	-30	-8	6	6	-1	4	1	-3	16	-9
CSc1nncc(-c2ccccc2)n1	-4	-15	-34	2	-1	-1	-15	-1	8	1	-13
CC(NC(=O)c1ccc2c(c1)S(=O)(=O)N=C1CCCCCN12)c1ccc(S(N)(=O)=O)cc1 (stereo not drawn)	-13	0	13	-22	-14	5	-5	2	7	1	9
COC(=O)[C@@]1(Cc2ccc(OC)cc2)[C@H]2c3cc(C(=O)N4CCCC4)n(Cc4ccsc4Br)c3C[C@H]2CN1C(=O)c1ccccc1	-10	-2	.	2	.	.	7	.	24	-5	.
Cc1ccc(C)c(S(=O)(=O)N2CCN(C(=O)CCNS(=O)(=O)c3ccccc3)CC2)c1	-8	-6	-19	-13	-1	-10	17	.	19	-1	5
Cc1c(Br)cc(C(=O)O)c(C)c1C	-8	20	7	-2	-9	-11	6	0	-5	9	-25

# (continued)
SMILES	NOD2 RIPK2 PPI	SRC2 inh	SRC3 inh	NR5A2 inv ag	EBV LMP1 NFkB	TLR9-MyD88 inh	TROY NFkB inh	Vif inh	TRAIL sens C8	COUP-TFII inh	NCOA1 inh
CN1CCN(c2nc3c(c(=O)[nH]c(=O)n3C)n2CCCSc2ncccn2)CC1	-5	16	11	2	-6	-8	0	-1	-1	-5	-7
Cc1ccc(NC(=O)C(=O)NCc2ccc(/C=C(/C#N)C(=O)NCc3cccnc3)o2)cc1C	3	2	-3	-5	11	3	17	0	8	-7	-11
CC1(c2nnnn2Cc2ccccc2)CCC(=O)N1Cc1ccc(F)cc1 (stereo not drawn)	5	-16	.	-5	.	.	-9	.	3	-1	.
CCN(Cc1cccc(OC)c1)CC1CCCN(CCc2cccc(OC)c2)C1 (stereo not drawn)	-7	-15	0	-10	3	5	-11	-3	2	-1	3
